# RTF Ca sens act – cardiac RTF calcium sensitization; P19429+P45379; activation, % at 7.2 µM; IANBD-labeled TnC RTF fluorescence at EC20 calcium; 0% EC20 calcium, 100% full calcium; AID 493008; actives 0.24% (n = 340,000);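 active means activation above the mean over all tested compounds plus 3 SD, cut at about 30% in these data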;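 further: rise in fluorescence read as greater calcium sensitivity of cardiac thin filaments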
# Wnt bcat act – activates Wnt/beta-catenin signaling in a reporter cell assay. activation, % at 9.35 µM. activator, plate reader. AID 743398. actives 1.2% (n = 300,000); in the data active means activation above about 30%, passing the limit was not always enough;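 further: 0% = neutral control wells and 100% = positive control wells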
# Arr AP2 block – inhibitors of human beta-arrestin and AP2 interaction. FITC-arrestin peptide / GST-AP2 beads, flow cytometry; AP2 beta2 appendage carries R879A mutation. actives 0.31% (n = 340,000). inhibition, % at 10 µM;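 active means inhibition above a set limit, near 3 SD of compounds lacking own fluorescence, cut at about 54% in these data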;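 further: plate controls were DMSO wells for no effect and 5 µM unlabelled arrestin peptide for full effect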
#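 System: GST-AP2 R879A glutathione beads; medium: PBS, Tween 20 0.05%, BSA 0.1%; reagent: fluorescein-tagged arrestin peptide at 50 nM final; schedule: pre-incubation 12 min, peptide binding 1 h, room temperature; detection: flow cytometry, FL1 (488/535 nm); read-out: inhibition as reduced fluorescein signal on beads, percent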
# Pemphigus Ab inh – blocks pemphigus antibody binding to human desmoglein-3. P32926. DSG3-coupled beads, scFv-anti-DSG3-GFP binding, flow cytometry; hits give low values. binding (percent of control), % at 10 µM. actives 0.48% (n = 310,000);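 active means binding more than 3 SD below its plate's average and above zero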;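 further: hits lower antibody fragment binding to DSG3; some compounds called inactive have numbers as strong as hits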
# V-ATPase pH – yeast V-ATPase proton transport regulation by pHLuorin. response, % at 10 µM. actives 0.37% (n = 350,000). S. cerevisiae, pHLuorin cytosolic pH fluorescence. AID 504577; in the data active means response mostly above about 7.3%, no sharp cut-off; inactive means mostly below about 5.4%; further: actives read high; inactives centre near 0; some compounds called inactive have numbers as strong as hits; reference of the scale not given here
# OPRM1-OPRD1 inv – inverse agonists of human mu-delta opioid receptor heterodimerization; cell-based MOR-DOR heterodimer luminescence, inverse agonism; AID 504357; actives 0.21% (n = 340,000); inhibition, % at 9.3 µM; in the data active means inhibition above about 22%, passing the limit was not always enough;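 further: 0% = cells with DMSO and 100% = wells without cells with DMSO; values of inactives mirror those of a sister screen read the other way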
# LANA DNA inh – KSHV C-LANA DNA binding inhibition. MBP-C-LANA/FAM-LBS DNA binding, fluorescence polarization. inhibition, % at 9 µM. actives 0.078% (n = 340,000). AID 504423;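 active means highest replicate inhibition at or above 60% at 9 µM, even if other replicates fall short; inactive means all replicates below 60% inhibition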;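 further: 0% = neutral control wells and 100% = 4 µM acridine orange control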
# Keap1-Nrf2 PPI – Keap1-Nrf2 (human) interaction inhibition; Keap1 Kelch-Nrf2 peptide fluorescence polarization, 1536-well; Q14145; inhibition, % at 9.4 µM; AID 504523; actives 0.15% (n = 340,000); in the data active means inhibition above about 12%;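 further: human Keap1 Kelch domain with fluorescein labeled Nrf2 9mer peptide probe; 0% = neutral control wells and 100% = peptide positive control; higher means more block of Keap1 binding to Nrf2 peptide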
# Target sequence (Q14145 whole entry, looked up, the tested form may be a part): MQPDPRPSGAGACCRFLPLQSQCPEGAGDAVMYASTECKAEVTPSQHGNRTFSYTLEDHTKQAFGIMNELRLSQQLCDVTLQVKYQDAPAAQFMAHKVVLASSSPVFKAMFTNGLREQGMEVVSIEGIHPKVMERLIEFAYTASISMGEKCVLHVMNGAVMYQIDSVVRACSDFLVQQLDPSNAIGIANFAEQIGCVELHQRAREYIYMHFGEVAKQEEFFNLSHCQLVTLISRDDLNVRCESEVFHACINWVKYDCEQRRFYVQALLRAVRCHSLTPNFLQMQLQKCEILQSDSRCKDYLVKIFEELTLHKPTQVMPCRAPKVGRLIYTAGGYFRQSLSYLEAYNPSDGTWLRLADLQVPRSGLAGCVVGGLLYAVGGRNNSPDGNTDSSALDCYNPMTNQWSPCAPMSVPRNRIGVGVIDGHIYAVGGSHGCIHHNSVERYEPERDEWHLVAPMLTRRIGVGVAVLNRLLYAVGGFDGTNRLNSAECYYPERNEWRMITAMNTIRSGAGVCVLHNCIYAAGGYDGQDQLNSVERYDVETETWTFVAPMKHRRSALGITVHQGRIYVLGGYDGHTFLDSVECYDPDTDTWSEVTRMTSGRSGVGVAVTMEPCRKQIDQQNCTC
# MOR-DOR ag – OPRM1-OPRD1 heterodimerization agonism; P35372+P41143; activation, % at 9.3 µM; AID 504326; cells, luminescence; actives 0.3% (n = 340,000); in the data active means activation above about 18%;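 further: 0% = vehicle-treated cells and 100% = reference agonist; values of inactives mirror those of a sister screen read the other way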
# Cardiac RTF inh – cardiac RTF calcium desensitization. P19429+P45379. IANBD-labeled cardiac RTF, Ca2+ fluorescence. inhibition, % at 7.15 µM. actives 0.12% (n = 340,000). AID 493244;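 active means inhibition above the mean inhibition of all tested compounds plus 3 SD, cut at about 17% in these data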;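 further: assay run at fixed EC70 calcium of 1.6 mM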
# * marks the source's active call; other numbers are inactive results; . = not tested or not shown. The order is random. About 3.1% of those tested had a hit in this group.
# Each structure is followed by: RTF Ca sens act | Wnt bcat act | Arr AP2 block | Pemphigus Ab inh | V-ATPase pH | OPRM1-OPRD1 inv | LANA DNA inh | Keap1-Nrf2 PPI | MOR-DOR ag | Cardiac RTF inh
CC(=O)c1cccc(-c2ccc(CN3C(CC(C)C)C(=O)N(Cc4cn(CC5CCCCC5)nn4)CCS3(=O)=O)cc2)c1 (centres undefined)
    -4.4 | -6.7 | 13.2 | 92.4 | 1.2 | 5.8 | 0.8 | -3.0 | -1.2 | -4.4
CNC(=O)C(Sc1ccccc1)c1ccccc1 (centres undefined)
    2.5 | -2.5 | 25.6 | 101.9 | -1.6 | 16.7 | 0.1 | 1.4 | -2.9 | -8.0
O=C(CNC(=O)c1ccccc1)N/N=C/c1ccccc1Cl
    -4.0 | -0.2 | 20.5 | 101.2 | 3.6 | 8.1 | 1.3 | 3.2 | -1.5 | 4.0
O=C(Cn1cnc2cc([N+](=O)[O-])ccc2c1=O)N(Cc1ccccc1)C1CCS(=O)(=O)C1 (centres undefined)
    2.2 | -1.6 | 5.3 | 125.9 | -0.5 | -5.0 | 1.1 | -1.5 | 1.0 | -2.9
COc1ccc(CNC(=O)CCS(=O)(=O)Cc2ccc(C)cc2)c(OC)c1
    1.0 | -1.7 | -2.4 | 105.2 | -5.8 | 4.5 | 0.5 | 2.9 | -0.9 | 6.1
Cc1ccc2cc(CCNC(=O)CCCc3ccccc3)c(=O)[nH]c2c1C
    -3.0 | -0.1 | 5.9 | 107.5 | 0.5 | 11.1 | 0.5 | -8.1 | -2.1 | 3.4
Cc1ccc(NC(=O)Cn2c(=O)n(CCCC(=O)NCc3ccco3)c(=O)c3ccccc32)cc1
    2.0 | . | 8.1 | 123.2 | 2.8 | -0.6 | 0.4 | 5.7 | 0.1 | -6.5
CN1CCN(CC(=O)Nc2ccccc2Sc2ccccc2)CC1
    -0.8 | -1.0 | 25.9 | 102.6 | 1.3 | 13.7 | 0.3 | -3.3 | -2.6 | -3.0
O=C(NCC(=O)N(Cc1cccs1)C(C(=O)NC1CCCC1)c1ccco1)c1cccs1 (centres undefined)
    5.6 | -15.9 | -11.8 | 96.6 | -3.5 | 16.7 | -1.3 | -7.3 | -2.8 | -3.5
c1ccc(N2CCN(c3nc4ccccc4[nH]3)CC2)nc1
    -0.9 | 2.6 | 34.9 | . | 0.5 | 7.2 | 0.8 | 3.1 | -1.6 | -1.0
O=C(COC(=O)c1nc(Cl)c(Cl)c(Cl)c1Cl)NCc1ccccc1
    -0.5 | 0.0 | 29.3 | 98.2 | 7.2 | -15.0 | -2.2 | -4.2 | 3.8 | -13.7
O=C(NC(=O)c1ccncc1)NC(c1ccccc1)c1ccccc1
    2.2 | -3.1 | 1.0 | 97.6 | 0.1 | 4.0 | 1.5 | -0.3 | -0.7 | -2.9
Cc1ccc(C2=NOC3(CC(=O)N(c4ccc(C)cc4)C3=O)C2)cc1 (centres undefined)
    -3.8 | 1.5 | 17.3 | . | 0.7 | 12.8 | -1.2 | -1.8 | -2.6 | 1.1
CC(NC(=O)CSc1ncccn1)c1ccccc1 (centres undefined)
    0.6 | 0.6 | 2.7 | 93.1 | 7.0 | -8.9 | 0.9 | -2.2 | 1.5 | -0.1
S=C1NC[C@H](c2ccccc2)N1CCCCC1CCCCC1
    2.1 | -4.6 | 0.7 | 104.9 | -2.5 | -3.5 | 1.4 | -1.3 | 0.7 | 1.5
CC(C)(C)c1ccc(C(=O)NC(=S)NNC(=O)c2cccs2)cc1
    2.0 | . | 30.4 | 81.0* | 2.4 | 11.2 | 1.8 | 1.1 | -2.5 | -1.6
N#Cc1cn(CCCOc2ccccc2)c2ccccc12
    8.8 | . | 0.0 | 100.1 | 0.2 | -52.7 | -0.3 | -5.4 | 9.8 | -10.8
CCOc1ccccc1C=Nc1ccccc1C(=O)Nc1ccccc1
    -4.1 | . | 6.6 | 106.2 | 2.3 | 0.9 | -1.6 | 3.1 | -0.2 | 2.9
O=C1c2ccccc2CCC12N=NCC2c1ccc(Cl)cc1 (centres undefined)
    -5.6 | . | 11.1 | 103.9 | -2.9 | -28.8 | -0.5 | -1.2 | 5.7 | -3.8
O=C(CNC(=O)c1cccs1)Nc1cccc(S(=O)(=O)N2CCOCC2)c1
    -4.6 | 2.7 | 24.8 | 98.5 | 2.4 | 22.6 | 0.2 | 0.9 | -4.3 | 11.4
Cc1nc(CC(=O)c2ccc(O)c(C)c2O)cs1
    10.6 | 11.5 | -0.6 | 107.0 | 9.5 | -7.5 | 0.1 | -1.8 | 1.5 | 4.3
CC1CCCN(S(=O)(=O)c2ccc([N+](=O)[O-])cc2)C1 (centres undefined)
    -3.8 | -0.7 | 38.0 | 92.1 | 1.8 | -24.7 | -0.4 | 0.1 | 5.3 | -8.8
O=C(Nc1ccccc1C(=O)N1CCOCC1)c1ccc(Br)cc1
    -1.3 | . | -8.4 | 109.1 | 0.2 | 6.8 | 0.6 | -2.6 | -1.7 | -2.3
Cc1cccc(NC(=O)CSc2nnnn2-c2ccc3c(c2)OCCO3)n1
    -3.0 | -0.9 | -1.0 | 85.1 | -2.2 | -2.9 | -2.3 | -3.3 | 0.5 | -5.3
CCOC(=O)/C=C1\Nc2ccccc2SC1=O
    0.4 | 22.0 | 25.0 | 98.4 | 8.3 | 3.8 | -0.5 | -0.5 | -0.7 | -5.9
CN(C)C(=O)C1C2NC(=S)N(c3ccccc3)C1(C)Oc1ccccc12 (centres undefined)
    4.8 | -1.3 | -16.2 | 118.5 | -0.4 | 3.3 | 3.0 | -1.8 | -0.7 | -2.5
CCCC(=O)NCc1ccccc1Cl
    -2.8 | -0.6 | 35.3 | 115.0 | -4.9 | 6.5 | -1.2 | -0.3 | -1.3 | -2.4
COC(=O)c1cccc(NC(=S)Nc2cccc(Cl)c2C)c1
    2.3 | 0.2 | 41.4 | 87.9 | -8.7 | -7.2 | 1.6 | -1.8 | 1.1 | 7.9
O=C(N/N=C/c1cccnc1)c1cc2ccccc2o1
    -0.1 | 0.9 | 9.1 | 98.3 | 1.2 | -11.2 | 0.4 | -6.6 | 1.6 | -2.9
CCn1ncc(Cl)c1C(=O)Nc1cc([N+](=O)[O-])ccc1OC
    -3.5 | -1.1 | 105.5* | 87.1 | 3.2 | 11.1 | -0.6 | 2.9 | -1.8 | 1.7
COc1ccc(NS(=O)(=O)c2ccc3oc(=O)c4[nH]c(=O)c(=O)n(C)c4c3c2)cc1
    4.1 | -3.9 | -4.3 | 104.7 | 2.1 | 7.7 | -2.0 | 2.3 | -1.4 | -7.1
O=C(COC(=O)Cc1c(Cl)cccc1Cl)NCC1CCCO1 (centres undefined)
    -4.6 | -0.7 | 12.2 | 102.3 | 0.6 | 13.1 | -0.6 | 2.5 | -2.8 | -6.2
O=C(COC(=O)CCCOc1ccc(Cl)cc1Cl)NCc1ccccc1
    -1.1 | -4.0 | -1.6 | 89.2 | -0.1 | -10.7 | -0.3 | -8.1 | 2.0 | 0.8
COc1ccccc1N1CCN(C(CNS(=O)(=O)c2cc(F)ccc2F)c2cccnc2)CC1 (centres undefined)
    -6.0 | 0.3 | 9.9 | 86.3 | -0.9 | 12.3 | -0.9 | 5.8 | -1.9 | -7.4
N#CC1=C(N)NC(SCC(=O)Nc2ccc(Br)cc2)=C(C#N)C12CCCCC2
    8.3 | . | 13.5 | 102.2 | 0.2 | -13.5 | -0.9 | -0.4 | 2.3 | -13.2
COC(=O)[C@@H]1CC(O)CN1C(=O)C12CC3CC(CC(C3)C1)C2 (some centres undefined)
    2.8 | 4.1 | -3.5 | 101.8 | -2.4 | 10.3 | 2.1 | -1.2 | -2.1 | -4.1
CCn1c(SCC(=O)N/N=C/c2ccccc2OCC(=O)O)nnc1-c1ccc(C(C)(C)C)cc1
    4.0 | -0.5 | 43.8 | 98.7 | 2.9 | 13.5 | -0.4 | 2.9 | -2.5 | -3.4
COc1ccc(NC(=O)CCC(=O)N2CCC(c3ccccc3)=N2)cc1S(=O)(=O)N1CCCCC1
    0.1 | -0.9 | 8.3 | 102.2 | -6.5 | 5.1 | 0.2 | -3.0 | -1.3 | -8.7
COc1ccccc1NC(=O)c1cc2cc(Br)ccc2cc1O
    -3.0 | -1.0 | 4.9 | 91.2 | 7.3 | -26.4 | -1.5 | -7.6 | 4.6 | -1.7
COC(=O)c1ccc(CNC(=O)C2CCC(=O)N(CCN3CCOCC3)C2)cc1 (centres undefined)
    -1.2 | 0.8 | 3.9 | 99.5 | -2.5 | 15.8 | -0.2 | 0.0 | -2.9 | -1.9
O=c1cc(CN2CCN(S(=O)(=O)c3ccccc3)CC2)nc2ccc(Cl)cn12
    -0.6 | -6.1 | 30.8 | . | 2.7 | -2.1 | -1.3 | -1.4 | 0.5 | -5.0
O=c1c2oc3ccccc3c2ncn1Cc1cccc(Cl)c1
    -2.8 | 0.7 | -7.0 | 112.5 | -3.6 | 9.5 | 0.6 | 0.6 | -1.9 | -3.8
COc1ccc(OC)c(NC(=O)COC(=O)c2ccc(-n3cnnn3)cc2)c1
    -1.7 | -5.3 | 4.0 | . | 0.9 | -7.3 | 0.9 | -2.9 | 1.5 | -4.5
COC(=O)c1ccc(Oc2c(Cl)cccc2[N+](=O)[O-])cc1
    5.1 | . | -4.5 | 99.5 | 1.6 | -14.9 | 1.5 | -0.9 | 3.3 | -9.0

# In the list so far, these contain an aryl methoxy group.
# Each structure is followed by: RTF Ca sens act | Wnt bcat act | Arr AP2 block | Pemphigus Ab inh | V-ATPase pH | OPRM1-OPRD1 inv | LANA DNA inh | Keap1-Nrf2 PPI | MOR-DOR ag | Cardiac RTF inh
COc1ccc(CNC(=O)CCS(=O)(=O)Cc2ccc(C)cc2)c(OC)c1
    1.0 | -1.7 | -2.4 | 105.2 | -5.8 | 4.5 | 0.5 | 2.9 | -0.9 | 6.1
CCn1ncc(Cl)c1C(=O)Nc1cc([N+](=O)[O-])ccc1OC
    -3.5 | -1.1 | 105.5* | 87.1 | 3.2 | 11.1 | -0.6 | 2.9 | -1.8 | 1.7
COc1ccc(NS(=O)(=O)c2ccc3oc(=O)c4[nH]c(=O)c(=O)n(C)c4c3c2)cc1
    4.1 | -3.9 | -4.3 | 104.7 | 2.1 | 7.7 | -2.0 | 2.3 | -1.4 | -7.1
COc1ccccc1N1CCN(C(CNS(=O)(=O)c2cc(F)ccc2F)c2cccnc2)CC1 (centres undefined)
    -6.0 | 0.3 | 9.9 | 86.3 | -0.9 | 12.3 | -0.9 | 5.8 | -1.9 | -7.4
COc1ccc(NC(=O)CCC(=O)N2CCC(c3ccccc3)=N2)cc1S(=O)(=O)N1CCCCC1
    0.1 | -0.9 | 8.3 | 102.2 | -6.5 | 5.1 | 0.2 | -3.0 | -1.3 | -8.7
COc1ccccc1NC(=O)c1cc2cc(Br)ccc2cc1O
    -3.0 | -1.0 | 4.9 | 91.2 | 7.3 | -26.4 | -1.5 | -7.6 | 4.6 | -1.7
COc1ccc(OC)c(NC(=O)COC(=O)c2ccc(-n3cnnn3)cc2)c1
    -1.7 | -5.3 | 4.0 | . | 0.9 | -7.3 | 0.9 | -2.9 | 1.5 | -4.5

# Screening data from PubChem.
